# Bioassay records from PubChem.
# PME-1 inh: PME-1 (human) inhibition. Q9Y570. recombinant PME-1, FP-Rh probe fluorescence polarization. inhibition, % at 5.9 µM. hit rate 0.53% among 320,000. AID 2130;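 active = inhibition above the campaign mean of all compounds plus 3 SD, cut at about 26% in these data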;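 note: competitive labeling of PME-1 active site by serine hydrolase directed probe; 0% = PME-1 with DMSO and 100% = wells lacking PME-1 enzyme; inhibitors block probe labeling so polarization falls and inhibition rises; many of its hits are not listed in these tables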
# PAFAH1B2 FP inh: PAFAH1B2 (human) inhibition | recombinant PAFAH1B2, FP-rhodamine activity probe, fluorescence polarization | inhibition, % at 3.39 µM | hit rate 1.2% among 340,000 | AID 492953;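 active = inhibition above the mean of all tested compounds plus 3 SD, cut at about 24% in these data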;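 note: 0% = enzyme with DMSO and 100% = wells lacking PAFAH1B2; many of its hits are not listed in these tables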
# LYPLA1 inh: LYPLA1 (human) inhibition in PME1 counter-screen. O75608. recombinant LYPLA1, FP-Rh probe fluorescence polarization. inhibition, % at 5.9 µM. hit rate 0.16% among 320,000;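 active = inhibition above the mean of all tested compounds plus 3 SD, set per campaign, cut at about 14% in these data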;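 note: inhibitors block serine hydrolase probe labeling of LYPLA1 so polarization falls; 0% = enzyme with DMSO and 100% = wells lacking LYPLA1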
# PAFAH2 FP inh: PAFAH2 (human) inhibition. hit rate 0.99% among 340,000. inhibition, % at 3.39 µM. AID 492956. recombinant PAFAH2, FP-rhodamine activity probe, fluorescence polarization. Q99487;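 active = inhibition above the mean over all tested compounds plus 3 SD, cut at about 30% in these data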;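 note: inhibitors block probe labeling of enzyme so polarization drops; 0% = enzyme with DMSO and 100% = wells lacking PAFAH2 protein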
# Fam108B inh: counter-screen for RBBP9 inhibitors: inhibitors of mouse Fam108B; inhibition, % at 9.51 µM; recombinant Fam108B, FP-Rh probe fluorescence polarization; AID 1947; hit rate 0.33% among 300,000;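 active = inhibition above the screen mean inhibition plus 3 SD, computed separately per campaign, cut at about 18% in these data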;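 note: inhibitors lower polarization as less probe binds the enzyme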
# PAD4 FP inh: blocks human protein arginine deiminase 4; recombinant PAD4, RCA probe fluorescence polarization; inhibition, % at 6.36 µM; hit rate 0.41% among 330,000; AID 485272; Q9UM07;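 active = percent inhibition above a cutoff equal to the mean of all tested compounds plus 3 SD, cut at about 15% in these data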;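 note: 0% = PAD4 with RCA probe and DMSO and 100% = probe without PAD4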
# Target sequence (Q9UM07 whole entry, looked up): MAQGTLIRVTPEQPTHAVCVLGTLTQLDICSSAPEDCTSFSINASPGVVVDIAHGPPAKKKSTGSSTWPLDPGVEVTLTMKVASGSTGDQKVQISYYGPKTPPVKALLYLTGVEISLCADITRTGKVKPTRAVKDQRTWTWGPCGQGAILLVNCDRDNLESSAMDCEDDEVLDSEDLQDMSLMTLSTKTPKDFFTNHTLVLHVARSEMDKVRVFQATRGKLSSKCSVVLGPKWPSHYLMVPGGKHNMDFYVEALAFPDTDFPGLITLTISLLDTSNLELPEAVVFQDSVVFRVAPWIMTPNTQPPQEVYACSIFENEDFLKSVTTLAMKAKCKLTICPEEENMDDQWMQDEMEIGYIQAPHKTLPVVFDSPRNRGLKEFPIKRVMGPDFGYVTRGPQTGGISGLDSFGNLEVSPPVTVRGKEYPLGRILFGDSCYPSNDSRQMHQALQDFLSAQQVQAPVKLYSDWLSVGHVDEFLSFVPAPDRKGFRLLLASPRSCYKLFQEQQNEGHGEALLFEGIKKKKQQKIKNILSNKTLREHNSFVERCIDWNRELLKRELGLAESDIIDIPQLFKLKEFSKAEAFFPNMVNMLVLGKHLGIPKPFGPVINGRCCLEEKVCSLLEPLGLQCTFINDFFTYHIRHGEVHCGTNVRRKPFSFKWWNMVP
# pPAFAH inh: pPAFAH (human) enzyme inhibition; inhibition, % at 3.39 µM; Q13093; hit rate 1.5% among 330,000; recombinant pPAFAH, FP-rhodamine probe fluorescence polarization;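 active = inhibition above the mean inhibition across the screen plus 3 SD, cut at about 25% in these data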;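 note: inhibitors block binding of the rhodamine activity-based probe so polarization drops; 0% = enzyme with DMSO and 100% = wells lacking pPAFAH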
# GSTO1 counter: GSTO1 inhibition, counter-screen for RBBP9 inhibitors. P78417. recombinant GSTO1, activity-based probe fluorescence polarization. inhibition, % at 5.96 µM. hit rate 1.1% among 300,000;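 active = inhibition above the campaign mean inhibition plus 3 SD, cut at about 35% in these data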;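 note: 0% = GSTO1-1 with DMSO and 100% = wells lacking GSTO1-1 enzyme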
# PAFAH1B3 inh: inhibitors of human PAFAH1B3; Q15102; recombinant PAFAH1B3, FP-rhodamine probe, fluorescence polarization; inhibition, % at 3.39 µM; hit rate 0.28% among 340,000; AID 492972;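 active = inhibition above the screen-wide average of all tested compounds plus 3 SD, cut at about 25% in these data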;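 note: 0% = enzyme with DMSO only and 100% = wells lacking PAFAH1B3 protein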
# Target sequence (Q15102 whole entry, looked up): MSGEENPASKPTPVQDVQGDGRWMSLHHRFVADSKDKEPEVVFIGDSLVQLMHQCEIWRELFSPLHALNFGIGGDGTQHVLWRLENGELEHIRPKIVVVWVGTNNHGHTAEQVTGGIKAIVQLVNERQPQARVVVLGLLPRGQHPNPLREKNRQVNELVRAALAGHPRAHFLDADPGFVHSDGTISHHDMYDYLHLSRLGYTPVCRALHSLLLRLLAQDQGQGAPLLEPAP
# The depositor's hits bear a star; · = not tested or not shown. Not all compounds are listed. The share of hits here may be higher or lower than overall.
no.	canonical_smiles	PME-1 inh	Fam108B inh	PAFAH1B2 FP inh	GSTO1 counter	pPAFAH inh
1	COC(=O)C1=C(c2ccc(F)cc2F)C[C@@H]2CC[C@H]1N2C(=O)NCCCOC(C)C	-3	·	2	·	2
2	Cc1c(C(=O)O)cccc1-n1c(C)cc(/C=C2\C(=O)NC(=O)N(c3ccc4c(c3)OCO4)C2=O)c1C	1	1	2	5	2
3	C=CCn1c(C)c(C=C2C(=O)NC(=O)NC2=O)c2ccccc21	2	0	2	33	5
4	C=C1[C@@H](C)[C@H]2[C@H](Cc3ccccc3)NC(=O)[C@]23OC(=O)/C=C/[C@H](O)CCC[C@@H](C)C/C=C/[C@H]3[C@@H]1O	2	-3	7	5	4
5	O=C(/C=C/C=C/c1ccccc1)CC1(O)C(=O)Nc2ccccc21 (stereo unspecified)	-5	2	3	10	4
6	COc1ccc2c(c1)C13CCCC[C@@H]1C(C2)N(C)CC3 (stereo partly specified)	2	1	7	4	3
7	CN1CC(C#N)C2(O)c3ccccc3CCC2C1 (stereo unspecified)	-2	-1	2	5	2
8	COC(=O)C1=CO[C@@H](C)[C@@H]2CN3CC[C@]4(C(=O)Nc5ccccc54)[C@@H]3C[C@H]12	7	-1	2	-1	-4
9	CC1(c2ccc(Cl)cc2Cl)OCC(Cn2cncn2)O1 (stereo unspecified)	-1	-3	3	-4	0
10	Cc1ccccc1N1C(=O)CC(=O)N(c2ccccc2C)C1=O	-1	-3	2	-3	3
11	CCn1c(O)c(/C=N/N2CCOCC2)c(=O)n(CC)c1=S	4	-2	1	-4	0
12	Cc1cc2ccccc2c(=O)n1CC(=O)NCC(=O)N1CCC2(CC1)OCCO2	-2	2	4	4	0

no.	PAFAH1B3 inh	PAFAH2 FP inh	PAD4 FP inh	LYPLA1 inh
1	-1	6	-2	-2
2	3	14	-4	0
3	6	-1	0	0
4	6	-2	0	1
5	11	-9	-4	-2
6	0	0	-4	2
7	2	0	2	-1
8	1	-7	-4	0
9	4	1	-1	0
10	1	-5	-4	-4
11	-1	-1	4	-2
12	2	10	-1	0

# Part of the list above, with two lines to a compound.
# Values run as follows: PME-1 inh	Fam108B inh	PAFAH1B2 FP inh	GSTO1 counter	pPAFAH inh	PAFAH1B3 inh	PAFAH2 FP inh	PAD4 FP inh	LYPLA1 inh
1: COC(=O)C1=C(c2ccc(F)cc2F)C[C@@H]2CC[C@H]1N2C(=O)NCCCOC(C)C
    -3	·	2	·	2	-1	6	-2	-2
2: Cc1c(C(=O)O)cccc1-n1c(C)cc(/C=C2\C(=O)NC(=O)N(c3ccc4c(c3)OCO4)C2=O)c1C
    1	1	2	5	2	3	14	-4	0
3: C=CCn1c(C)c(C=C2C(=O)NC(=O)NC2=O)c2ccccc21
    2	0	2	33	5	6	-1	0	0
4: C=C1[C@@H](C)[C@H]2[C@H](Cc3ccccc3)NC(=O)[C@]23OC(=O)/C=C/[C@H](O)CCC[C@@H](C)C/C=C/[C@H]3[C@@H]1O
    2	-3	7	5	4	6	-2	0	1
5: O=C(/C=C/C=C/c1ccccc1)CC1(O)C(=O)Nc2ccccc21 (stereo unspecified)
    -5	2	3	10	4	11	-9	-4	-2
6: COc1ccc2c(c1)C13CCCC[C@@H]1C(C2)N(C)CC3 (stereo partly specified)
    2	1	7	4	3	0	0	-4	2
7: CN1CC(C#N)C2(O)c3ccccc3CCC2C1 (stereo unspecified)
    -2	-1	2	5	2	2	0	2	-1
8: COC(=O)C1=CO[C@@H](C)[C@@H]2CN3CC[C@]4(C(=O)Nc5ccccc54)[C@@H]3C[C@H]12
    7	-1	2	-1	-4	1	-7	-4	0
9: CC1(c2ccc(Cl)cc2Cl)OCC(Cn2cncn2)O1 (stereo unspecified)
    -1	-3	3	-4	0	4	1	-1	0
10: Cc1ccccc1N1C(=O)CC(=O)N(c2ccccc2C)C1=O
    -1	-3	2	-3	3	1	-5	-4	-4
11: CCn1c(O)c(/C=N/N2CCOCC2)c(=O)n(CC)c1=S
    4	-2	1	-4	0	-1	-1	4	-2

# (next part)
no.	canonical_smiles	PME-1 inh	Fam108B inh	PAFAH1B2 FP inh	GSTO1 counter	pPAFAH inh
13	COC(=O)c1cc(C(O)(C(=O)OC)C(F)(F)F)c(/N=C/N(C)C)s1 (stereo unspecified)	0	1	-5	-3	0
14	CC(Cc1ccccc1)[n+]1cc(/N=C(\[O-])N(C)C)on1 (stereo unspecified)	10	3	4	7	-4
15	COc1ccc(-n2c(O)c(/C(C)=N/N3CCCCCC3)c(=O)[nH]c2=O)cc1	-1	6	·	-1	-1
16	CCC(=NCc1cccnc1)c1c(O)n(-c2ccc(Cl)cc2)c(=O)[nH]c1=O	1	1	2	2	2
17	O=C(Cc1ccccc1)N1CCN(Cc2ccc([N+](=O)[O-])cc2)CC1	-7	-3	0	0	6
18	Cc1cc(OCC(=O)N[C@@H](Cc2ccccc2)C(=O)O)c2c3c(c(=O)oc2c1)CCCC3	3	1	18	-85	4
19	C=CCn1c(O)c(/C(C)=N/N2CCCCC2)c(=O)[nH]c1=O	-4	3	-2	-3	5
20	CCOc1ccc(N2C(=O)NC(=O)/C(=C/c3cnc(SC)nc3)C2=O)cc1	-2	2	7	-2	9
21	Cc1ccc2c(c1)C1CN(C)CCC1N2C(=O)Cn1nnc(-c2ccccc2F)n1 (stereo unspecified)	1	5	0	2	1
22	CC1=C(C(=O)O)N2C(=O)[C@@H](NC(=O)CCCC(=O)O)[C@H]2SC1	-2	0	1	2	1
23	COC(=O)C1=C(c2ccc3ccccc3c2)C[C@@H]2CC[C@H]1N2C(=O)NC1CC1	-3	·	-3	·	4
24	CCC(C)NC(=O)c1c(N)n(CCCOC)c2nc3ccccc3nc12 (stereo unspecified)	9	6	18	61*	18

no.	PAFAH1B3 inh	PAFAH2 FP inh	PAD4 FP inh	LYPLA1 inh
13	11	1	1	1
14	5	-1	0	6
15	·	·	2	-2
16	5	-3	-1	1
17	-4	5	3	9
18	8	7	-2	1
19	5	1	2	-3
20	2	1	-3	0
21	2	-11	3	-1
22	2	-2	-3	-5
23	2	-2	-2	3
24	62*	9	-5	0

# New compounds follow:
no.	canonical_smiles	PME-1 inh	Fam108B inh	PAFAH1B2 FP inh	GSTO1 counter	pPAFAH inh
25	COC(=O)C1=C(c2ccc(C(C)=O)cc2)C[C@@H]2CC[C@H]1N2C	7	·	9	·	3
26	CCC(=NCCCO)c1c(O)n(-c2ccc(OC)cc2)c(=O)[nH]c1=O	-5	1	2	4	4
27	COc1cc2ccc(=O)oc2c2ccoc12	9	-2	1	2	2
28	Cc1ccc(CN2CCCC(C(=O)c3ccc4c(c3)OCO4)C2)cc1C (stereo unspecified)	4	4	6	1	3
29	CC(Cc1ccccc1)NC(=O)CN1CCCC1=O (stereo unspecified)	3	1	2	8	3
30	NCCc1c[nH]c2ccc(O)cc12	-10	2	1	7	-2
31	N=Cc1c(O)n(-c2ccc(C34CC5CC(CC(C5)C3)C4)cc2)c(=O)[nH]c1=O	-12	-15	20	1	17
32	CCCCOC(=O)C1=C(N)OC2=C(C(=O)CCC2)[C@]12C(=O)Nc1ccccc12	0	1	-4	6	-5
33	CC(=O)OC[C@]12CCC(C)=C[C@H]1O[C@@H]1[C@H](O)[C@@H](OC(C)=O)[C@@]2(C)[C@]12CO2	-1	-2	-1	-2	1
34	Cc1nc2ncnn2c(C)c1CCC(=O)N1CCC2(CC1)OCCO2	9	-4	1	2	0
35	O=C1CCCC2=C1C(c1cccnc1)Nc1ccccc1N2 (stereo unspecified)	0	2	-1	2	-3
36	S=C1CN=C(c2ccccc2)c2cc(Cl)ccc2N1	5	-3	4	5	-1

no.	PAFAH1B3 inh	PAFAH2 FP inh	PAD4 FP inh	LYPLA1 inh
25	-2	11	3	2
26	11	-11	0	1
27	2	3	3	0
28	5	-1	1	0
29	3	0	1	3
30	8	-4	-3	-5
31	-7	1	-7	-6
32	2	3	0	-4
33	4	-5	4	1
34	-4	-3	2	-5
35	6	5	-1	0
36	7	-10	0	2

# Next section:
no.	canonical_smiles	PME-1 inh	Fam108B inh	PAFAH1B2 FP inh	GSTO1 counter	pPAFAH inh
37	Cc1ccsc1C(=O)C1CCCN(Cc2cc(C(C)C)n[nH]2)C1 (stereo unspecified)	-1	1	1	7	-2
38	Cc1ccc(-n2c(O)c(/C=N/NC(=O)c3ccncc3)c(=O)[nH]c2=O)cc1C	-1	6	3	-1	8
39	O=P(OCC(F)(F)C(F)F)(N1CCCCC1)N1CCCCC1	-1	-1	3	-2	9
40	Nc1cc(Cl)c2nonc2c1[N+](=O)[O-]	-4	6	3	12	5
41	c1cncc(CNCCc2ccc3c(c2)OCO3)c1	-5	-2	11	2	0
42	COc1ccc(-c2nc3ccccc3c(=O)n2-c2cccnc2)cc1	-8	-1	1	-3	2
43	COc1ccc(CCn2c(O)c(C=NCCCN(C)C)c(=O)[nH]c2=O)cc1OC	1	-4	5	-2	-6
44	Cc1ccnc(-n2c(C)cc(/C=C3\C(=O)NC(=S)N(C)C3=O)c2C)c1	-11	0	2	10	6
45	CC1=CC(C)C(COC(N)=O)(COC(N)=O)C(C)C1 (stereo unspecified)	-11	-3	-3	3	3
46	COC(=O)C1=C(c2ccc(OC(F)(F)F)cc2)C[C@@H]2CC[C@H]1N2C(=O)NCCNC(C)=O	4	·	1	·	-1
47	COCCNC(=O)Cn1cc(/C=C2\C(=O)NC(=O)N(c3cccc(C)c3C)C2=O)c2ccccc21	1	-2	4	7	4
48	COc1ccc(C(=O)OC2C[C@H]3CC[C@H](C2)N3C)cc1OC (stereo partly specified)	-3	-1	1	0	4
49	Oc1cccc2cccnc12	0	-2	·	16	2
50	CCc1nc2ccc(Br)cc2c(=O)n1-c1ccccc1C(F)(F)F	-1	-3	0	-5	-2
51	CN(C)[C@@H]1C(=O)C(C(N)=O)=C(O)[C@@]2(O)C(=O)C3=C(O)c4c(O)cccc4[C@@](C)(O)C3C[C@@H]12 (stereo partly specified)	-4	5	16	72*	32*

no.	PAFAH1B3 inh	PAFAH2 FP inh	PAD4 FP inh	LYPLA1 inh
37	14	1	0	4
38	0	3	-1	-1
39	7	0	-4	0
40	-25	1	-1	-2
41	13	6	3	-4
42	3	-1	4	-2
43	10	2	-1	-5
44	4	-3	-3	-4
45	4	-5	-5	-2
46	-8	6	-3	5
47	7	2	3	1
48	9	-3	0	2
49	·	·	3	5
50	4	-7	-2	-2
51	30*	21	-2	0
